Screens: PubChem, National Center for Advancing Translational Sciences (NCATS)
HCMV inh = human cytomegalovirus inhibition | HFF cells, HCMV-luciferase reporter, 72 h; active compounds read low | activity change, negative = inhibition, % at 57.5 µM | 4.5% of 410,000 active | AID 1259415; in the data active means activity change below about -60%; inconclusive means no clear call, values can overlap the other calls; inactive means above about -39%
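Screen run at 2 compound doses on HFFs infected with reporter HCMV, MOI 1 PFU/cell. Luciferase activity from cell lysates at 72 h post infection gave inhibition relative to buffer-only and Salinomycin wells.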
AmpC no deterg = blocks E. coli AmpC beta-lactamase in detergent-free assay; 0.52% of 330,000 active; P00811; AmpC nitrocefin hydrolysis, absorbance 480 nm, 0.0001% Triton; Potency, µM (doses to about 57.1 µM), without a hit: at the highest dose activity change, negative = inhibition, hits mostly inhibitors;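 further: potency means the concentration at half of the fitted maximal effect; plate controls were no compound for no effect and no enzyme for full effect; nearly all actives have a fitted effect of over 20% in size; some results filed as inactive show a strong effect at the top dose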
Target sequence (P00811 whole entry, looked up): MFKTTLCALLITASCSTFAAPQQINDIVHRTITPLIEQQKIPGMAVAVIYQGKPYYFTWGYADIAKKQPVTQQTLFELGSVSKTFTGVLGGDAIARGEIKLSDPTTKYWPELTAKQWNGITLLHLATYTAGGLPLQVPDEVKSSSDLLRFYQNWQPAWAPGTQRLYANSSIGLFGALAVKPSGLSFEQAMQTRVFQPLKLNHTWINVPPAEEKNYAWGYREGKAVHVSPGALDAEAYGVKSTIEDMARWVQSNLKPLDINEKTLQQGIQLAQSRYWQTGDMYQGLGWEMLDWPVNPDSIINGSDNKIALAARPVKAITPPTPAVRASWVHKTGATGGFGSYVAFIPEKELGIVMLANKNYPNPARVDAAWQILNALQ
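20 mM phosphate pH 7.0 + 0.01% (detergent screen) or 0.0001% Triton X-100; 5.3 nM AmpC reagent; cpd preinc 15 min RT; nitrocefin (800 uM stock) to start; A480 q20 s × 4 min; Activity was normalised to no-enzyme and no-compound control wells.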
LmPK inh = blocks Leishmania mexicana pyruvate kinase activity; Q27686; purified LmPK, Kinase-Glo ATP luminescence, 1 h; Potency, µM (series often up to 57.5 µM), for inactives: at the top dose activity change, negative = inhibition, hits mostly inhibitors; 0.37% of 290,000 active; further: potency means the concentration at half of the fitted maximal effect
Target sequence (Q27686 whole entry, looked up): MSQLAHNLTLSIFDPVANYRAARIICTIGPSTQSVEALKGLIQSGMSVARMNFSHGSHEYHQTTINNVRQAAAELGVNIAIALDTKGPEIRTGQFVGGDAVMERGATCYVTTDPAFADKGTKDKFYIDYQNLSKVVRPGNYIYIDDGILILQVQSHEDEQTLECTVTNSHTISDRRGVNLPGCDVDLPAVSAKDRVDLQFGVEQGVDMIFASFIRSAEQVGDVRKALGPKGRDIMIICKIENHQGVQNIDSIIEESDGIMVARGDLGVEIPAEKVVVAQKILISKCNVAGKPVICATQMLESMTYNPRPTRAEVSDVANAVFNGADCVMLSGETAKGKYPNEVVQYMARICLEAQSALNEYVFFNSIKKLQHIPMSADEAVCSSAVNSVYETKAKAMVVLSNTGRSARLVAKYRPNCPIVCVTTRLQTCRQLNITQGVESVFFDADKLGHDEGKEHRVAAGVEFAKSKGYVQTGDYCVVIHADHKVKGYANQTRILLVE
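qHTS format; LmPK 0.1 nM; substrates PEP 0.5 mM and ADP 0.1 mM. One-hour room-temperature incubation, then coupled luciferase luminescence; 0.5 nM enzyme wells mark activation.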
HCV inh = HCV inhibition; Huh7.5.1 HCVcc-Cre infection, luciferase reporter, 44 h; Potency, µM (series often up to 41.8 µM), for the others: top-dose activity change, negative = inhibition, actives largely listed as inhibitors; 3.4% of 340,000 active; AID 651820; further: potency means the concentration at half of the fitted maximal effect
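A cell-based infection assay in which seeded cells (1,000 per well) receive test compound after 4 h, are inoculated with HCVcc-Cre at approximately 0.5 moi, and are incubated 44 h before luminescence detection.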
AmpC inh detg = inhibitors of E. coli AmpC beta-lactamase with detergent. AmpC hydrolysis of nitrocefin, absorbance 480 nm, 0.01% Triton. Potency, µM (series often up to 114 µM), for the others: at the top dose activity change, negative = inhibition, usual class: inhibitors. 0.041% of 370,000 active. AID 485294;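 further: potency means the concentration at half of the fitted maximal effect; 0% = no-compound wells and -100% = no-enzyme wells; nearly all actives have a fitted effect of over 25% in size; some results filed as inactive show a strong effect at the top dose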
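20 mM phosphate pH 7.0 + 0.01% (detergent screen) or 0.0001% Triton X-100; 5.3 nM AmpC reagent; cpd preinc 15 min RT; nitrocefin (800 uM stock) to start; A480 q20 s × 4 min; Activity was normalised to no-enzyme and no-compound control wells.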
AMA1 RON2 block = AMA1-RON2 (P. falciparum) interaction inhibition; AlphaScreen AMA1-biotinylated RON2 peptide binding; Potency, µM (top dose mostly 58.2 µM), for inactives: top-dose activity change, negative = inhibition, most hits filed as inhibitors; 0.2% of 360,000 active; AID 720542;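 further: potency means the concentration at half of the fitted maximal effect; 0% = vehicle wells and -100% = peptide control; nearly all actives have a fitted effect of over 45% in size; some results filed as inactive show a strong effect at the top dose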
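AMA1 (3D7) with his tag at 25 nM final met compounds first, then biotinylated RON2 peptide at 25 nM; detection used donor plus acceptor beads, 10 µg/mL apiece, read by AlphaScreen after 30 min at room temperature.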
TbPYK inhibitor = T. brucei pyruvate kinase inhibition. Q57TT1. TbPYK enzyme, Kinase-Glo Plus ATP luminescence, 45 min. Potency, µM (titrated, usually from 76.8 µM), without a hit: top-dose activity, negative = inhibition, most hits filed as inhibitors. 0.12% of 410,000 active; further: potency means the concentration at half of the fitted maximal effect; nearly all actives have a fitted effect of over 50% in size
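In this concentration-response screen, enzyme-free wells defined baseline while DMSO plates tracked drift. Each reaction combined TbPYK, substrate, compound and 130 uM ADP for 45 min at room temperature. Kinase-Glo Plus luminescence gave the signal.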
* marks the source's active call; other numbers are inactive results; ? = inconclusive; . = not tested or not shown; & = joins results of further samples; [ ] = another dose, or the depositor's remark. Unless noted, the call rests on the fitted dose curve; in most records, active means well fitted curve in the direction sought with a large enough effect; inconclusive means small, poorly fitted or top-dose-only effect, or another doubt; inactive means no such curve, though single readings can be large; an effect the other way counts as inactive or inconclusive. Unless noted, on the % scale 0 is the no-effect control and ±100 the full control effect.

SMILES | HCMV inh | AmpC no deterg | LmPK inh | HCV inh | AmpC inh detg | AMA1 RON2 block | TbPYK inhibitor
CC(c1ccccc1F)n1cc(C(=O)Nc2ccc3nc[nH]c3c2)nn1 (stereo unspecified) | 36.0 | -29.9% | 0.0% | 9.6% | ? | 1.9% | 2.4%
O=C(Nc1ccc2nc(SCc3ccc(Cl)cc3)sc2c1)c1ccccc1C(=O)N1CCOCC1 | -8.9 | 89.0%[activator] | 6.6% | ? | 6.3% | -9.9% | 2.7%
O=C(c1ccco1)N1CCN(/C(=N/S(=O)(=O)c2cccs2)c2ccccc2Cl)CC1 | -7.1 | 7.08µM* | -1.9% | 3.2%&24.1% | 6.1% | 0.8% | 4.5%
O=C(Nc1ccc(F)cc1F)N1CCCN(CCOc2ccccc2)CC1 | -32.2 | 125.2%[activator] | -7.9% | ? | 1.5% | -0.3% | 2.4%
O=c1[nH]c2ccc(S(=O)(=O)NCc3ccccc3)cc2[nH]1 | -24.8 | -17.4% | -0.4% | 1.6% | -2.9% | 5.9% | -5.0%
O=C(COc1ccc2ccc(=O)oc2c1)Nc1ccc(CN2CCOCC2)cc1 | 10.4 | -22.3% | -3.1% | ? | -1.0% | -1.9% | -2.5%
Cc1nc(SCC(=O)N2CCN(c3ccccc3)CC2)c2oc3ccccc3c2n1 | 0.2 | 176.9%[activator] | 1.6% | 10µM* | -6.1% | -3.6% | -4.4%
Cc1ccc(S(=O)(=O)CC(=O)N2CCN(c3ccccc3F)CC2)cc1 | -8.5 | 34.6% | -7.1% | 20.4% | 1.0% | -2.2% | -1.2%
O=C1NC[C@@H](CCCCN2CCN(CCc3ccc(O)cc3)C(=O)C2=O)N(Cc2ccccc2)C1=O | -36.0 | . | . | . | . | 63.2%[activator] | -1.3%
Cc1cc2ccccc2n1CCNC(=O)c1ccc(Br)cc1 | ? | . | . | . | 19.1% | . | 2.0%
C=CCc1cc(C)ccc1OCCCn1ccnc1 | 14.3 | 21.7% | -6.5% | ? | -7.9% | -27.9% | -2.0%
Cc1ccc(Nc2nc3ccccc3s2)c(C)c1 | 71.7 | -33.0% | -7.8% | -4.3% | -8.4% | -21.9% | -6.3%
O=C(Nc1cccc(-c2nc3ccccc3o2)c1)C(F)(F)F | -103.5* | . | . | . | 11.0% | . | -2.9%
COc1cccc(N2CC(C(=O)Nc3nnc(SCc4cccnc4)s3)CC2=O)c1 (stereo unspecified) | -20.0 | -8.6% | 1.5% | 32.6%[activator] | -11.3% | -8.2% | 4.7%
Cc1oc(-c2cccc(Cl)c2)nc1CSc1nc2c(c(=O)[nH]1)CCC2 | . | 30.3% | -0.5% | 2.1% | 4.2% | -2.0% | -1.2%
Cc1ccc(C)c(N2C(=O)N(Cc3cc(=O)n4ccccc4n3)c3ccccc3S2(=O)=O)c1 | ? | . | . | . | -5.6% | . | -0.7%
CC(=O)c1cccc(Nc2nc3ccccc3n3cnnc23)c1 | 46.6 | 38.4% | 3.5% | ? | -12.2% | -16.0% | 8.3%
COc1nnc(-c2ccc(N3CCOCC3)c(NC(=O)c3ccccc3)c2)c2ccccc12 | ? | 27.6% | -4.3% | -29.6% | ? | 5.9% | 3.1%
Cc1oc(-c2cccc(Cl)c2)nc1CN1CCCC(C(=O)N2CCN(c3ccc(F)cc3)CC2)C1 (stereo unspecified) | -3.7 | . | . | . | -10.6% | . | 4.6%
O=C(CCCCCn1c(=O)[nH]c2ccccc2c1=O)NCc1ccccc1 | 45.8 | . | . | . | 4.1% | . | 4.1%
CN(C(=O)COC(=O)CSc1ccc(C(N)=O)cc1[N+](=O)[O-])C1CCS(=O)(=O)C1 (stereo unspecified) | 14.0 | -9.4% | . | 9.8% | -10.6% | -1.0% | 2.1%
COc1ccc2c(-c3cnc(N4CCOCC4)nc3)c(-c3ccc(S(C)(=O)=O)cc3)sc2c1 | -35.2 | -7.2% | . | ? | . | 0.5% | 1.1%
Cn1c(=O)[nH]c(=O)c2c1nc1n2CCN1c1ccccc1 | 9.7 | . | . | . | -4.9% | . | -0.1%
S=c1[nH]nc(-c2ccc(Cl)cc2)n1/N=C/c1cccs1 | -0.4 | -37.5% | 5.0% | -6.7% | 1.2% | 69.9%[activator] | -38.8%
CCOc1c2ccccc2nn1CCOC | 0.2 | -11.3% | . | 6.1% | -5.7% | 2.1% | -5.4%
Other records follow:
SMILES | HCMV inh | AmpC no deterg | LmPK inh | HCV inh | AmpC inh detg | AMA1 RON2 block | TbPYK inhibitor
COc1ccc([C@H]2N[C@]3(CCCN(Cc4ccc(C(F)(F)F)cc4)C3=O)[C@H]3C(=O)N(Cc4ccccc4)C(=O)[C@@H]23)cc1 | 44.3 | . | . | . | . | -5.1% | 9.9%
Cc1nnc(NC(=O)c2ccccc2NC(=O)c2ccccc2)s1 | 4.1 | -29.5% | 0.5% | -0.8% | -11.5% | 13.3% | 12.1%
CCOC(=O)c1ccc(NC(=O)c2c(NCc3ccc(OC)c(OC)c3OC)sc3c2CCC(C)C3)cc1 (stereo unspecified) | -0.8 | . | . | . | 0.8% | . | -8.0%
CCOc1ccc(C2CC(c3ccccc3C)n3ncnc3N2)cc1 (stereo unspecified) | -14.3 | 4.7% | 0.1% | 7.4% | ? | -0.2% | 0.4%
CCN(C(=O)COC(=O)c1cc(-c2cccc3ccccc23)nc2ccccc12)C1CCS(=O)(=O)C1 (stereo unspecified) | -6.9 | -3.8% | -1.8% | 0.1% | -13.6% | -7.7% | -3.5%
COc1ccccc1C(=O)Nc1nc2nc(-c3ccccc3)cc(=O)n2[nH]1 | -1.3&29.1 | -16.8% | -4.7% | -13.2% | 15.8%&-0.4% | 50.3%[activator] | 1.2%&-2.9%
Cc1nccn1C[C@@H]1CCc2c(c3ccccc3n2C)C1=O | ? | -4.5% | -3.0% | -13.4% | ? | -5.0% | -2.9%
COC(=O)c1cc(=O)cc(C(=O)OC)o1 | -13.5 | -20.8% | -10.8% | 24.6% | -4.7% | 6.4% | -1.2%
CCOC(=O)c1c(C)oc2nc(C)nc(NCC3CCN(Cc4ccccc4C)CC3)c12 | -103.7* | . | . | . | 22.9% | . | 3.5%
CCC(=O)Nc1c(C(=O)Nc2cccc(OC)c2)oc2ccccc12 | 66.6 | -14.8% | 2.4% | -29.3% | -3.5% | -0.3% | -1.7%
CC(C)(C)OC(=O)C[C@H]1C/C=C\C[C@H](CC(=O)N[C@H](CO)Cc2ccccc2)C(=O)N[C@H](Cc2ccccc2)COC1=O | 5.8 | 194.6%[activator] | . | 5.2% | . | 13.6% | -0.1%
N#CCc1ccc(OC(=O)c2cnccc2C(F)(F)F)cc1 | -32.0 | -7.0% | 0.4% | 17.1% | -4.2% | -2.2% | 3.9%
Cc1cc(C)nc(Nc2ncc(O)n2-c2ccc(Br)cc2)n1 | -8.7 | 2.4% | 0.6% | 7.0% | -0.3% | -1.2% | 4.0%
CCC(=O)Nc1ccc(C(=O)Nc2cccnc2)cc1 | 80.2 | -16.1% | -1.5% | -5.3% | -0.7% | -2.8% | -3.4%
O=C(CSc1nnc(SCc2ccccc2)s1)N/N=C/C=C/c1ccco1 | 42.6 | 11.2µM* | 1.5% | 9.8% | ? | 13.5% | -1.2%
Cc1ccc(C(=O)C(C)OC(=O)Cc2c[nH]c3ccccc23)cc1 (stereo unspecified) | -4.0 | -20.8% | . | 6.4%[8.37 µM] | ? | -21.9% | 0.8%
COc1ccc(C(=O)N2CCOC2CNC(=O)C(=O)NCCc2ccc(OC)c(OC)c2)cc1 (stereo unspecified) | 9.0 | 1.4% | 2.8% | . | -9.0% | 7.7% | -23.8%
CC(OC(=O)CN1C(=O)NC2(CCCCC2C)C1=O)c1ccccc1 (stereo unspecified) | 17.7 | -9.5% | . | 6.9% | -2.3% | -9.6% | -3.0%
Cc1ccc(Cn2c(CNC(=O)c3ccccc3Br)nc3cccnc32)cc1 | -17.7 | . | . | . | 3.4% | . | 4.0%
COc1cccc(OC)c1OCCNC(C)(C)C | 7.1 | -11.8% | 0.2% | 4.2% | -3.0% | 0.2% | -3.6%
O=C(N=C1SC2CS(=O)(=O)CC2N1Cc1ccccc1)C1CC1 (stereo unspecified) | ? | . | . | . | . | -4.2% | -4.3%
COc1cc(C(C)=O)ccc1OCCN1CCC(Cc2ccccc2)CC1 | 59.2 | 3.1%[2.29 µM] | 5.6% | ? | -5.8% | -8.2% | -14.4%
COc1ccc(CNC(=O)CSCc2cnn(-c3ccccc3)c2-n2cccc2)cc1OC | -79.6* | . | . | . | -1.9% | . | -4.5%
CC(C)(C)OC(=O)N1CCC[C@H]1c1nnc(SC/C=C/c2ccccc2)o1 | 5.2 | 117.3%[activator] | -0.2% | -30.2% | ? | -5.7% | -2.5%
COc1ccc(NC(=O)CN(C)CC(=O)Nc2ccc(N3CCOCC3)cc2)c([N+](=O)[O-])c1 | -16.3 | 60.3%[activator] | -1.3% | -3.1% | -2.4% | 17.4% | 3.1%

Next section; the last 2 above are carried over.
SMILES | HCMV inh | AmpC no deterg | LmPK inh | HCV inh | AmpC inh detg | AMA1 RON2 block | TbPYK inhibitor
CC(C)(C)OC(=O)N1CCC[C@H]1c1nnc(SC/C=C/c2ccccc2)o1 | 5.2 | 117.3%[activator] | -0.2% | -30.2% | ? | -5.7% | -2.5%
COc1ccc(NC(=O)CN(C)CC(=O)Nc2ccc(N3CCOCC3)cc2)c([N+](=O)[O-])c1 | -16.3 | 60.3%[activator] | -1.3% | -3.1% | -2.4% | 17.4% | 3.1%
C[C@@H](NC(=O)[C@@H]1CCCN1C(=O)[C@@H]1CCCN1)c1ccccc1 | -2.7 | . | . | . | . | 1.8% | -1.0%
N/C(=N\OC(=O)c1cccc([N+](=O)[O-])c1)c1ccccn1 | -28.3 | -10.2% | -7.7% | ? | 6.5% | 10.3% | -7.5%
O=C(Cc1cccs1)NC1CCCC1 | -37.6 | -13.7% | -9.0% | 10.5% | 2.5% | 3.5% | 1.6%
Cc1ccc2nc(-c3cccnc3)c(Nc3ccccc3C)n2c1 | -15.0&-7.5 | 48.3% | 1.4% | -9.9% | 2.9%&-4.4% | 18.2% | 0.3%&-3.7%
COc1ccc(C2=NN(C(=O)CCC(=O)O)C(c3ccc([N+](=O)[O-])cc3)C2)cc1 (stereo unspecified) | 2.8 | -16.4% | -3.7% | 3.9% | -14.5% | 1.7% | -1.2%
CS(=O)(=O)c1ccc(NC(=O)CCN2C(=O)NC3(CCCC3)C2=O)cc1 | -13.9 | -6.4% | . | 24.0% | ? | -3.8% | -3.4%

Outcome played no part in choosing rows (roughly 7.5% active in at least one column).
